HttQ103 aggreg – inhibitors of mutant huntingtin aggregate formation in PC12 cells. PC12 HttQ103-GFP aggregates, Acumen cytometry, 40 h. Potency, µM (highest dose often 46.1 µM), inactives show at the highest dose activity change, negative = inhibition, actives largely listed as inhibitors. 220,000 tested, 1.1% active. AID 1688; further: on the % scale 0 is the no-effect control and ±100 the full control effect; nearly all actives have a fitted effect of over 60% in size
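PC12/HTTQ103-GFP, ecdysone-inducible; teb 100 nM; cpd qHTS titration; GFP aggregates read on laser cytometer, Ex 488/Em 500-530 nm.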
GAA glycogen mod – inhibitors or activators of human alpha-glucosidase glycogen cleavage | recombinant GAA, glycogen substrate, Amplex Red glucose oxidase fluorescence | Potency, µM (series often up to 76.4 µM), without a hit: top-dose activity change, negative = inhibition, usual class: inhibitors | 300,000 tested, 0.38% active | AID 2100;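 further: 0% = full enzyme reaction and -100% = no-enzyme basal signal; the screen sought inhibitors and activators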
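qHTS, 1536-well; enzyme 4 nM final; cpd up to 77 uM; substrate bovine liver glycogen 30 ug; 50 mM citrate/phosphate pH 5.0, 0.01% Tween-20; 37 C, 40 min; Amplex Red detection 45 min RT; Hill fit → AC50.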
GoLoco inh red – inhibitors of human Gai1-RGS12 GoLoco interaction (red fluorophore); P63096; Gai1:RGS12 GoLoco peptide FP, rhodamine, 10 min; Potency, µM (top dose mostly 61.6 µM), for inactives: top-dose activity, negative = inhibition, most hits filed as inhibitors; 230,000 tested, 0.44% active; AID 880; active means well fitted inhibition curve with a large enough effect, not every such curve was filed as active; inactive means no such curve, though single readings can be large or run the other way; further: on the % scale 0 is the no-effect control and ±100 the full control effect; nearly all actives have a fitted effect of over 30% in size; many of its hits are not listed in these tables
Target sequence (P63096 whole entry, looked up): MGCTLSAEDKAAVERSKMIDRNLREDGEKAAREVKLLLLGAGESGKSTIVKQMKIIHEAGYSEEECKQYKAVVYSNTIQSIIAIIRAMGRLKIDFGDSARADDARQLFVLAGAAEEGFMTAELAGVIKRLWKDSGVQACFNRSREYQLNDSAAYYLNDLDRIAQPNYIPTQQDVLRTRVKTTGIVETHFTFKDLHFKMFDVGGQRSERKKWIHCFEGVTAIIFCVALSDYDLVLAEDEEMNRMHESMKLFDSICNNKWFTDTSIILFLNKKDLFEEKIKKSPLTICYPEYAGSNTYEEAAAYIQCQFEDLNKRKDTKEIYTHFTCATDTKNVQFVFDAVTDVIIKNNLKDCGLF
GAA spleen mod – inhibitors or activators of human alpha-glucosidase in spleen homogenate. P10253. human spleen homogenate, 4-MU-alpha-glucoside fluorescence. Potency, µM (series often up to 79.9 µM), for inactives: at the highest dose activity change, negative = inhibition, actives largely listed as inhibitors. 240,000 tested, 0.006% active. AID 2112;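 further: 0% = enzyme with vehicle and -100% = no enzyme basal signal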
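Compounds were titrated against alpha-glucosidase in spleen homogenate at pH 5.0, with 1 mM 4-methylumbelliferyl substrate for 40 min at 37 C. Reactions were quenched with pH 10 NaOH/glycine and fluorescence measured.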
GAA inh – blocks human lysosomal alpha-glucosidase; purified human GAA, 4-MU-alpha-glucoside fluorescence; Potency, µM (highest dose often 76.9 µM), inactives show top-dose activity change, negative = inhibition, usual class: inhibitors; 200,000 tested, 0.005% active;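 further: plate controls were uninhibited enzyme wells for no effect and no-enzyme background for full effect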
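Enzyme (4 nM final) mixed with compound (up to 77 uM), then 4-MU-alpha-D-pyranoside (400 uM final) added; 20 min at room temperature, pH 5.0. Reaction stopped at pH 10, fluorescence read, AC50 derived by Hill fit.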
IMPase Li inh – cell-permeable IMPase inhibitors with lithium potentiation; Potency, µM (top dose mostly 59.4 µM), for inactives: at the highest dose activity, negative = IMPase inhibition, actives largely listed as inhibitors; AID 1457; CHO-M1 cells, IP1 TR-FRET (IP-One), carbachol + lithium; 210,000 tested, 0.35% active;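 further: IP1 builds up when IMPase is blocked and the TR-FRET signal falls; plate controls were basal vehicle for no effect and high inhibitor control for full effect; nearly all actives have a fitted effect of over 50% in size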
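Lithium-sensitised IP1 accumulation assay; M1-expressing CHO cells treated 30 min at 37C with compound. Competitive antibody detection by time-resolved FRET followed a 10 min room-temperature lysis step.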
HTT ATP protect – Huntington cell model cytoprotection by ATP luminescence; PC12 HTT-Q103 induced, cytoprotection, ATP luminescence, 40 h; Potency, µM (series often up to 56.4 µM), inactives show cytoprotection (ATP increase), most hits filed as activators; 230,000 tested, 0.14% active; AID 1471;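 further: % of control where 0% means no effect; nearly all actives have a fitted effect of over 45% in size; toxic huntingtin expression switched on by the ecdysone agonist tebufenozide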
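ATP quantification (ATPlite) reports survival of PC12 cells in which tebufenozide, 100 nM final, switches on Htt exon 1 with 103 glutamines linked to GFP; compounds are titrated.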
An asterisk follows results filed as active; ? = inconclusive; . = not tested or not shown; & = joins results of further samples; [ ] = dose if it differs, or a comment. Unless noted, the call rests on the fitted dose curve; in most records, active means well fitted curve in the direction sought with a large enough effect; inconclusive means small, poorly fitted or top-dose-only effect, or another doubt; inactive means no such curve, though single readings can be large; an effect the other way counts as inactive or inconclusive. Potency means the concentration at half of the fitted maximal effect. An excerpt. The share of hits here may be higher or lower than overall.

SMILES	HttQ103 aggreg	GAA glycogen mod	GoLoco inh red	GAA spleen mod	GAA inh	IMPase Li inh	HTT ATP protect
CC1CCC(C(C)C)C(OC(=O)C[n+]2cccc(C(N)=O)c2)C1 (configuration not stated)	6%	11%	8%	-8%	4%	18%[38.3 µM]	1%
CCC(=O)c1ccc2c(c1)OCCO2	-4%[9.22 µM]	0%	2%	2%	.	.	-10%[10 µM]
O=C(Cc1ccc(Br)cc1)N(Cc1ccccc1)c1ccccn1	2%[9.22 µM]	-16%	7%	-16%	10%	17%	6%[10 µM]
COC(=O)CNc1cccc(C(F)(F)F)c1	1%[9.22 µM]	4%	7%	0%	12%	12%	25%[10 µM]
O=C(NCC(c1cccs1)N1CCOCC1)c1cc([N+](=O)[O-])cc([N+](=O)[O-])c1 (configuration not stated)	-17%	1%	6%	-2%	2%	4%	-19%[10 µM]
COc1ccccc1N1CCN(CC(O)COc2ccc3c(C)cc(=O)oc3c2)CC1 (configuration not stated)	18%	7%	1%	0%	2%	25%	19%[10 µM]
CC(C)C(=O)Nc1cccc(NC(=S)NC(=O)c2ccc(Cl)cc2)c1	-31%	6%	10%	-10%	1%	17%[38.3 µM]	-43%[inhibitor]
COc1ccc(OC)c(Cc2nnc(CCC(=O)NC3CCCC3)o2)c1	6%[9.22 µM]	-7%	-3%	0%	11%	9%	3%[10 µM]
O=C(Nc1ccc(F)cc1)C1CCCO1 (configuration not stated)	.	22%	10%	8%	10%	1%	.
O=C(O)c1ccccc1OP(=O)(O)O	-3%	.	1%	7%	.	-3%&-1%	?
O=C(CN1CCOCC1)Nc1ncc(Cc2cccc(Cl)c2)s1	24%	1%	4%	18%	8%	0%	?
CS(=O)(=O)c1ccc(S(=O)CC(=O)Oc2ccc(Cl)cc2)c([N+](=O)[O-])c1 (configuration not stated)	-2%	0%	-1%	-2%	-9%	14%	?
Cc1nc2ncnn2c(N2CCCC(C(=O)Nc3ccccc3Br)C2)c1C (configuration not stated)	-11%	-6%	1%	-1%	9%	18%	-47%[inhibitor]
O=C(Cn1ccc([N+](=O)[O-])n1)N1CCCCC1	-2%	-14%	1%	-12%	1%	4%	?
N#CCCn1c(=O)c(-c2cccs2)nc2cnc(N3CCOCC3)nc21	.	.	3%	-12%	.	-4%	-8%
O=C(CCS(=O)(=O)c1cccc2nonc12)N1CCN(c2ccc(F)cc2)CC1	-19%	-4%	18%	4%	2%	8%	-19%[10 µM]
O=C(c1ccc(OC2CCN(C(=O)C3CC3)CC2)cc1)N(CCO)Cc1ccccc1	16%[9.22 µM]	5%	3%	6%	.	.	17%[10 µM]
O=C(CCCN1CCN(c2ccccn2)CC1)c1ccc(F)cc1	3%	.	-1%	-3%	.	17%&7%	?
O=C(COC(=O)c1ccccc1OCC(=O)Nc1ccc(Br)cc1)Nc1ccccc1	10%	2%	-1%	-13%	10%	-15%	.
O=C(CN1CCN(S(=O)(=O)c2ccc(Cl)cc2)CC1)Nc1ccc(N2CCOCC2)cc1	?	-14%	5%	-4%	?	-2%	6%[10 µM]
C=CCNc1nc(-c2cccc(OC)c2O)nc2ccccc12	-29%	5%	8%	-7%	-5%	1%[38.3 µM]	-21%
CCCCNC(=O)c1ccc2nc(-c3ccco3)c(-c3ccco3)nc2c1	-11%	-5%	-3%	1%	12%	15%	-8%[10 µM]
CCOC(=O)c1c(C)n(C)c2cc(-c3ccc(F)cc3)c(O)cc12	9%	-7%	.	-5%	-8%	.	-4%[10 µM]
COc1ccc2c(c1)-c1c(sn(-c3ccc(OC)c(OC)c3)c1=S)C(C)(C)N2	-16%	22µM*	-1%	-3%	-10%	13%[38.3 µM]	-38%[inhibitor]
C#CCNC(=O)C1=C[C@H](c2ccccc2)C[C@H](OCCCCO)O1	-18%[9.22 µM]	13%	11%	-3%	.	4%	-12%[10 µM]
COC(=O)CNc1nc(Cl)nc(N2CCC(C)CC2)n1	3%[9.22 µM]	3%	-5%	-4%	.	.	-3%[10 µM]
Fc1ccc(-c2[nH]ncc2CN2CCN(c3ccc(F)cc3)CC2)cc1	14%[9.22 µM]	0%	2%	0%	-1%[15.4 µM]	.	16%[10 µM]
COc1ccc(NC(=S)N2CCN(C/C=C/c3ccccc3)CC2)c(OC)c1	1%	-5%	-9%	-13%	-6%	7%	.
CC(=O)Nc1ccc(N(C)C)cc1[N+](=O)[O-]	10%	-5%	3%	-3%	?	26%[38.3 µM]	-2%
COc1cc(=O)n(C)c2c(OCC(O)C(C)(C)O)cccc12 (configuration not stated)	.	.	10%&0%	-4%&-3%	.	5%&15%	-30%[1.9 µM]
CCOC(=O)c1[nH]c(C)c(/C(O)=C2\C(=O)C(=O)N(CCN3CCOCC3)C2c2cccs2)c1C (configuration not stated)	-2%	15%	7%	-11%	-2%	-20%[38.3 µM]	-17%
NC(=O)N1OCC2COc3ccc4ccccc4c3C21 (configuration not stated)	10%[9.22 µM]	1%	-3%	-3%	-2%	-2%[38.3 µM]	9%
O=C(c1ccncc1)N1CCC2(CCN(Cc3ccncc3)CC2)CC1	.	.	-4%	0%	.	9%	-82%[inhibitor]
Cc1ccc(NC(=O)N2CCCc3ccccc32)cc1	-1%[9.22 µM]	-12%	8%	3%	1%	4%	-1%[10 µM]
Cc1oc(-c2ccc(Cl)cc2)nc1CN1CCCC(C(=O)NCc2cccnc2)C1 (configuration not stated)	?	-2%	1%	-5%	-3%	0%[38.3 µM]	-35%
Fc1ccccc1CSc1ccc(-c2ccco2)nn1	-11%	-1%	5%	0%	-1%	3%	-97%[inhibitor]
S=c1nccc(-c2cccs2)[nH]1	-5%	?	5%	0%	-1%	-2%	20%[10 µM]
N/C(=N\OC(=O)c1ccc(Br)cc1)c1ccncc1	17%	6%	2%	3%	6%	5%	-37%[inhibitor]
CC(C)NC(=O)C1CCN(C2CCN(Cc3ccc4cccc(F)c4n3)CC2)CC1	-1%[9.22 µM]	-6%	17%	1%	1%	22%	1%[10 µM]
Cc1cc(C)cc(C(=O)N(CCc2ccccc2)C2=CC3CCC(C2)N3C)c1 (configuration not stated)	9%	9%	7%	-4%	0%	4%	-37%[inhibitor]
Cc1cc(C)cc(NC(=S)NCc2ccc(S(N)(=O)=O)cc2)c1	-17%	-1%	0%	8%	6%	6%	-4%
CCSC1=N/C(=C/c2ccsc2)C(=O)N1c1ccccc1	18%	7%	4%	-7%	0%	8%	-3%[10 µM]
CC(C)C(=O)Nc1ccc(-c2nc3cccnc3o2)cc1	6%	-1%	9%	-4%	2%	9%[38.3 µM]	-31%[10 µM]
Cc1noc(C)c1S(=O)(=O)Nc1ccccc1Oc1ccccc1	-4%[9.22 µM]	-3%	10%	-5%	4%	.	-1%[10 µM]
Cc1nc2ncnn2c(C)c1CCC(=O)Nc1csc(N)n1	?	3%	-4%	-4%	3%	-1%	8%[10 µM]
Cc1cc(C(=O)NCCN2CCCCC2C)n(-c2ccccc2)n1 (configuration not stated)	3%	1%	2%	-17%	5%	23%[38.3 µM]	7%
COc1ccc(C(=O)NCCNC(=O)c2cc(OCC(F)(F)F)ccc2OCC(F)(F)F)cc1	6%	10%	-1%	0%	-2%	-8%[38.3 µM]	-22%
CC(C)[C@H](NC(=O)c1ccco1)C(=O)OCC(=O)Nc1ccc(Cl)c(S(=O)(=O)N(C)C)c1	-6%[9.22 µM]	-1%	-4%	0%	.	.	-5%[10 µM]
Cc1ccc(S(=O)(=O)Nn2c(O)c(C=C3N=c4ccccc4=N3)sc2=S)cc1	-8%[9.22 µM]	5%	7%	-8%	-2%	.	-9%[10 µM]
Cc1ccccc1OCC1CN(CN2CCOCC2)C(=O)O1 (configuration not stated)	4%[9.22 µM]	-1%	3%	7%	-13%	2%[38.3 µM]	-14%[10 µM]
O=C(COc1ccc(S(=O)(=O)NC2CCCCC2)cc1Cl)NCC1CCCO1 (configuration not stated)	-19%	3%	5%	-4%	?	16%[38.3 µM]	7%[0.074 µM]
Clc1ccc(NNc2ccnc3cc(Cl)ccc23)cc1	24%	-17%	6%	2%	-12%	14%[38.3 µM]	-21%
COC(=O)c1ccccc1S(=O)(=O)N(Cc1cc2cc3c(cc2[nH]c1=O)OCO3)C1CCCCC1	?	5%	-9%	1%	1%	1%	-25%[10 µM]

An excerpt from above in order of formula weight, highest first.
SMILES	HttQ103 aggreg	GAA glycogen mod	GoLoco inh red	GAA spleen mod	GAA inh	IMPase Li inh	HTT ATP protect
COC(=O)c1ccccc1S(=O)(=O)N(Cc1cc2cc3c(cc2[nH]c1=O)OCO3)C1CCCCC1	?	5%	-9%	1%	1%	1%	-25%[10 µM]
COc1ccc(C(=O)NCCNC(=O)c2cc(OCC(F)(F)F)ccc2OCC(F)(F)F)cc1	6%	10%	-1%	0%	-2%	-8%[38.3 µM]	-22%
CC(C)[C@H](NC(=O)c1ccco1)C(=O)OCC(=O)Nc1ccc(Cl)c(S(=O)(=O)N(C)C)c1	-6%[9.22 µM]	-1%	-4%	0%	.	.	-5%[10 µM]
Cc1ccc(S(=O)(=O)Nn2c(O)c(C=C3N=c4ccccc4=N3)sc2=S)cc1	-8%[9.22 µM]	5%	7%	-8%	-2%	.	-9%[10 µM]
Cc1cc(C)cc(NC(=S)NCc2ccc(S(N)(=O)=O)cc2)c1	-17%	-1%	0%	8%	6%	6%	-4%
Cc1cc(C(=O)NCCN2CCCCC2C)n(-c2ccccc2)n1 (configuration not stated)	3%	1%	2%	-17%	5%	23%[38.3 µM]	7%
Cc1nc2ncnn2c(C)c1CCC(=O)Nc1csc(N)n1	?	3%	-4%	-4%	3%	-1%	8%[10 µM]
Cc1ccccc1OCC1CN(CN2CCOCC2)C(=O)O1 (configuration not stated)	4%[9.22 µM]	-1%	3%	7%	-13%	2%[38.3 µM]	-14%[10 µM]
Clc1ccc(NNc2ccnc3cc(Cl)ccc23)cc1	24%	-17%	6%	2%	-12%	14%[38.3 µM]	-21%
CC(C)C(=O)Nc1ccc(-c2nc3cccnc3o2)cc1	6%	-1%	9%	-4%	2%	9%[38.3 µM]	-31%[10 µM]

Assay outcomes (PubChem BioAssay)
